# Compound activity as filed in PubChem BioAssay.
# AT treatment: potential ataxia-telangiectasia treatment | […] A-T fibroblasts, KAP-1 phosphorylation AlphaLISA; neocarzinostatin DNA damage 30 min before lysis | Potency, µM (highest dose often 57.5 µM), without a hit: at the highest dose activation, actives largely listed as activators | hit rate 0.19% among 320,000 | AID 485349; further: potency means the concentration at half of the fitted maximal effect; % of control where 0% means no effect; nearly all actives have a fitted effect of over 45% in size
#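 hTERT-immortalized A-T patient fibroblasts ([…]), 500 cells/well in OPTI-MEM, 1% FBS, got compounds for 60 min, then NCS for 30 min at 37C. Lysates were then assayed for phospho-KAP-1 by AlphaLISA (anti-pKAP1 donor, anti-KAP1 acceptor beads), 6 hr at 25C.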
# Eya2 phos inh: Eya2 (human) phosphatase inhibition; AID 488837; hit rate 0.006% among 330,000; Potency, µM (titrated, usually from 76.9 µM), for inactives: at the top dose activity, negative = inhibition, most hits filed as inhibitors; O00167; recombinant Eya2, OMFP fluorescence dephosphorylation (OMFP is methylfluorescein phosphate); further: potency means the concentration at half of the fitted maximal effect; on the % scale 0 is the no-effect control and ±100 the full control effect
# Target sequence (O00167 whole entry, looked up): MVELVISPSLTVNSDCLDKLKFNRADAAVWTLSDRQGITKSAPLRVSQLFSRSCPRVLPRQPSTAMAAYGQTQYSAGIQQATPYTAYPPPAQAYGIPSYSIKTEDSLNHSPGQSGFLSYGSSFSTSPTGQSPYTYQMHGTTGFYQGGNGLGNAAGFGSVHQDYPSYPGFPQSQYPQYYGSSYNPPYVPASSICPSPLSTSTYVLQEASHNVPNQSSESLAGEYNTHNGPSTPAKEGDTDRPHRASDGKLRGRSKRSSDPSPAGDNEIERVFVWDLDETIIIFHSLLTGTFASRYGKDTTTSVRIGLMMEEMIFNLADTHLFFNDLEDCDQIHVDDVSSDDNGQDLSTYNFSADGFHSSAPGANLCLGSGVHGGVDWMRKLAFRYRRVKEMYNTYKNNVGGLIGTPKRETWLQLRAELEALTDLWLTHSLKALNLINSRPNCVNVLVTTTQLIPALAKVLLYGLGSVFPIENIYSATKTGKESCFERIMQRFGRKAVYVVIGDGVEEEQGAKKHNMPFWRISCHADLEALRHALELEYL
#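 Eya2 protein (added as 0.2 uM solution) was preincubated with compound for 10 min at ambient temperature in 50 mM HEPES pH 7.5, 50 mM NaCl, 5 uM MgCl2, 0.05% BSA, 1 mM DTT. OMFP (added at 50 uM) then reacted 10 min; fluorescence read at 485/525 nm.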
# TSHR antag: human thyrotropin receptor antagonism. P16473. TSHR-expressing cells, TSH-stimulated cAMP HTRF, 2 h; hits give low values. activity change, negative = inhibition, % at 11.5 µM. hit rate 0.2% among 330,000;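 active means activity change below a set negative limit, meaning inhibition stronger than a set level, cut at about -70% in these data; inconclusive means activity change between two set negative limits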; further: on the % scale 0 is the no-effect control and ±100 the full control effect
#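 Read-out is FRET at 665 nm (cryptate excitation 337 nm) from a cryptate-tagged anti-cAMP antibody, competed by cell cAMP against cAMP-d2. Compounds are tested on freshly harvested TSHR cells challenged with 4nM TSH (EC80) for 2 hours at 37 deg C.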
# Tb PFK block: blocks T. brucei phosphofructokinase | O15648 | T. brucei PFK, ADP-Glo luminescence | hit rate 0.17% among 330,000 | Potency, µM (series often up to 57.5 µM), without a hit: at the highest dose activity, negative = inhibition, most hits filed as inhibitors;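 further: potency means the concentration at half of the fitted maximal effect; 0% = uninhibited 1x PFK enzyme wells and -100% = no-enzyme wells; nearly all actives have a fitted effect of over 60% in size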
#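 Activity is normalized to no-enzyme wells (full inhibition) and 1.25 nM enzyme wells (no inhibition). Reaction: 0.5 mM F6P, 0.1 mM ATP, 45 min RT, ADP-Glo luminescence; concentration-response curves fitted and classed by quality.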
# BCR signal inh: blocks chronic active B-cell receptor signaling | ABC-DLBCL IkBa-CBG/CBR reporter, luminescence ratio, 4 h | Potency, µM (series often up to 46.1 µM), inactives show at the highest dose ratio change, negative = lower green/red ratio, most hits filed as inhibitors | hit rate 0.05% among 340,000 | AID 493014; active means well fitted inhibition curve with a large enough effect in the signal ratio, with a control signal flat, not every such curve was filed as active; inconclusive means small, poorly fitted or top-dose-only effect, or effect the other way, or a change in a side signal; the % refers to the signal ratio;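 further: potency means the concentration at half of the fitted maximal effect; plate controls were basal doxycycline-induced cells for no effect and cells given 10 µM MG132 for full effect; MG132 reads +100%, hits lower the ratio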
#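 Compounds up to 46 uM were incubated four hours with TMD8 cells whose green CBG68 luciferase is fused to IkappaBalpha; red CBR luminescence normalised the signal, and concentration-effect curves were fitted to fusion, red and ratio data.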
# a7 integrin act: integrin-mediated muscular dystrophy alleviation activation | Potency, µM (top dose mostly 38.3 µM), without a hit: at the top dose activation, usual class: activators | alpha7betagal myoblasts, beta-gal FDG fluorescence, 48 h | hit rate 0.064% among 350,000;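 further: potency means the concentration at half of the fitted maximal effect; 100% = response of the positive control SU9516; nearly all actives have a fitted effect of over 60% in size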
#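 alpha7betagal+/- myoblasts (passage 13, 250/well) treated 48 h at 37C with compounds at 1:260 dilution of DMSO stock. Lysed, then beta-galactosidase activity read as FDG fluorescence (ex 480/em 540) after 30 min, with pre-read for autofluorescence.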
# TCR activator: activates T cell receptor signaling; primary human leukocytes, anti-CD3, IL-2 HTRF, 48 h; Potency, µM (series often up to 9.22 µM), inactives show top-dose activation of IL-2 secretion, most hits filed as activators; 330,000 tested, under 10 active; AID 504894; further: % of control where 0% means no effect
#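 HTRF read-out of IL-2 secretion: europium cryptate donor excited at 320nm, d2 acceptor emission at 665nm. Cells were primary human leukocytes incubated 48 hr with compounds and a-CD3 beads, supplying TCR signal only.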
# TSG101-PTAP inh: blocks PTAP/TSG101 interaction to inhibit HIV-1 budding; Potency, µM (series often up to 115 µM), for inactives: top-dose activity change, negative = inhibition, actives largely listed as inhibitors; 340,000 tested, under 10 active; Fluorescence polarization, FITC-PTAP peptide / Tsg101 binding; AID 493005; Q99816; active means well fitted inhibition curve with a large enough effect in the main read-out, with a control signal flat, not every such curve was filed as active; inconclusive means small, poorly fitted or top-dose-only effect, or effect the other way, or a change in a side signal; inactive means no such curve, though single readings can be large or run the other way; further: potency means the concentration at half of the fitted maximal effect; % of control where 0% means no effect
#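 Fluorescence polarization binding of Tsg101 binding domain (10 uM final) to FITC-labeled PTAP peptide (50 nM final) in HEPES pH 7.5 buffer with NaCl, Tween 20, EDTA, TCEP. Compounds added before peptide; binding 20 min at RT.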
# Mito fusion yeast: inhibitors of mitochondrial division or activators of mitochondrial fusion; Potency, µM (highest dose often 46.1 µM), for inactives: at the highest dose growth rescue (activation), most hits filed as activators; hit rate 0.23% among 320,000; AID 485298; S. cerevisiae fusion-defective mutant growth rescue, CellTiterGlo 48 h;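 further: potency means the concentration at half of the fitted maximal effect; % of control where 0% means no effect; nearly all actives have a fitted effect of over 45% in size; temperature-sensitive fusion mutants such as fzo1-1 at 37 °C on non-fermentable ethanol glycerol medium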
#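 Yeast fusion mutant, YPEG (non-fermentable carbon), compound, 48 h at 37C non-permissive; CellTiterGlo added, 10 min RT, luminescence read. Rescued growth = division inhibition.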
# S-ASM inh: inhibitors of human secretory acid sphingomyelinase | placental ASM, HMU-PC fluorogenic substrate, 60 min | P17405 | Potency, µM (highest dose often 57.5 µM), for the others: top-dose activity change, negative = inhibition, usual class: inhibitors | hit rate 0.006% among 340,000; further: potency means the concentration at half of the fitted maximal effect
# Target sequence (P17405 47-631 limits assumed): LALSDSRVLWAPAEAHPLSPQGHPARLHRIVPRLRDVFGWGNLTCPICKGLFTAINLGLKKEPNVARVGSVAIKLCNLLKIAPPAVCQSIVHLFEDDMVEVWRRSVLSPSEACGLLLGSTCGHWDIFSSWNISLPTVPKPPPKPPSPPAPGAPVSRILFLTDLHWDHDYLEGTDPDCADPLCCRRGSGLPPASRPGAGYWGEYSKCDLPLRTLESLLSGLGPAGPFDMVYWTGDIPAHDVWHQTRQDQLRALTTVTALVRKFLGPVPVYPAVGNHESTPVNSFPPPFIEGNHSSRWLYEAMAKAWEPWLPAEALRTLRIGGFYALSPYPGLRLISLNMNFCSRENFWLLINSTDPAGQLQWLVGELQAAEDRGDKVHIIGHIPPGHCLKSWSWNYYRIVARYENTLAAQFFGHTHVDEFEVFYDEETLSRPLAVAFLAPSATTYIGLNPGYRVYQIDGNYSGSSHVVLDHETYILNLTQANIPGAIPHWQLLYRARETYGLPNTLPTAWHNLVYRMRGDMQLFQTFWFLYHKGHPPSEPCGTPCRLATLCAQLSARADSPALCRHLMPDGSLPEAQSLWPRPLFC
#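 Human placenta-derived ASM enzyme was preincubated with compound for 10 minutes at room temperature, then given fluorogenic substrate HMU-PC0 (9 uM final) for 60 minutes at 37 °C; a pH 10 stop preceded fluorescence reading at Ex 386/Em 447 nm.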
# ELG1 DNA repair: ELG1-dependent DNA repair inhibition; HEK293T ELG1-luciferase reporter, luminescence, 16 h; DNA damage induced by 5-fluorouridine; Potency, µM (top dose mostly 46.1 µM), inactives show at the highest dose activity change, negative = inhibition, most hits filed as inhibitors; hit rate 2.3% among 330,000; AID 504467; further: potency means the concentration at half of the fitted maximal effect; on the % scale 0 is the no-effect control and ±100 the full control effect; nearly all actives have a fitted effect of over 55% in size
#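 In this reporter screen, reduction of luminescence relative to DMSO vehicle indicated activity. Compounds and 5-fluorouridine were added together to 2,000 cells per well, incubated for 16 hr at 37 °C, then developed with ONE-Glo.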
# The depositor's hits bear a star; ? = inconclusive; . = no result given; [ ] = remark or other dose. Unless noted, the call rests on the fitted dose curve; in most records, active means well fitted curve in the direction sought with a large enough effect; inconclusive means small, poorly fitted or top-dose-only effect, or another doubt; inactive means no such curve, though single readings can be large; an effect the other way counts as inactive or inconclusive.
SMILES,AT treatment,Eya2 phos inh,TSHR antag,Tb PFK block,BCR signal inh,a7 integrin act,TCR activator,TSG101-PTAP inh,Mito fusion yeast,S-ASM inh,ELG1 DNA repair
NS(=O)(=O)c1ccc(NC(=O)Cn2ncc3c2-c2ccccc2OC3)cc1,8.9%,-12.9%,31.0,-1.3%,-10.5%,18.9%,-5.0%,-4.2%,1.5%,-0.2%,13.6%
CC(=O)NC(=S)Nc1cccc2c(C)cc(C)nc12,10.4%,-0.2%,-17.6,1.0%,4.4%,19.4%,-4.9%,-6.4%,9.7%,-5.0%,4.5%
O=C(Nc1cc(S(=O)(=O)N2CCCC2)ccc1Cl)c1cc(F)c(F)c(F)c1F,9.7%,-1.6%,-6.5,0.7%,9.6%,0.6%,6.6%[46.1 µM],-0.6%,.,-2.0%,?
CCOC(=O)N1CCC(NC(=O)c2ccc3c(c2)N=C(CC)c2ccccc2S3)CC1,-8.8%,-2.1%,-6.1,2.8%,-2.3%,-18.6%,4.8%,-1.6%,9.3%,-4.9%,?
CC1CC(C)CN(C(=O)c2cc(-c3ccncc3)nc3ccccc23)C1 (centres undefined),1.1%,14.0%,30.1,-0.5%,7.7%,17.1%,0.6%,-8.5%,9.7%,4.5%,?
CC(c1nc2ccccc2c(=O)[nH]1)N1CCCN(S(=O)(=O)c2ccc(F)cc2)CC1 (centres undefined),2.9%,-18.4%,-0.6,-2.3%,0.8%,37.6%,.,-6.8%,0.1%,-1.5%,?
COc1ccc(C(=O)CC2OC(=O)c3c2ccc(OC)c3OC)cc1 (centres undefined),-0.2%,-17.2%,-15.4,-7.5%,-0.4%,-5.3%,6.0%,-0.8%,3.6%,0.4%,14.4%
Cc1ccccc1-c1nnc2c3ccccc3c(C)nn12,2.7%,1.7%,-4.9,-11.4%,-9.9%,1.0%,-2.4%[46.1 µM],-5.8%,11.6%,-2.7%,?
COC(=O)[C@@]1(C)[C@H]2C(=O)N(C)C(=O)[C@H]2[C@H]2CN=C(SCc3ccc(Cl)cc3)N21,15.1%,4.2%,19.6,-3.6%,1.1%,12.5%,-3.0%[46.1 µM],-4.4%,.,-4.8%,14.2%
Cc1cccc(C(C)Nc2ccc([N+](=O)[O-])cn2)c1 (centres undefined),-7.4%,-25.6%,4.8,-24.2%,?,42.3%,0.3%,-3.0%,-3.9%,-6.8%,-28.6%
Cc1cnn(CCC(=O)NNC(=S)Nc2ccc(F)cc2)c1,2.5%,-8.0%,-7.1,-6.5%,?,9.0%,1.8%,-9.6%,-2.9%,1.7%,?
COc1cc(S(=O)(=O)NCCCn2ccnc2)ccc1F,8.8%,6.0%,4.9,-4.0%,6.5%,0.0%,1.0%,1.4%,1.6%,5.1%,-14.5%
O=C(CN1CCCCC1)NCCNC(=O)CN1CCCCC1,4.6%,3.5%,2.0,0.3%,-1.5%,-5.6%,-5.3%,-3.6%,-2.4%,-1.4%,5.2%
CSc1ccc(CCNC(=O)c2cc(C)nn2-c2ccccc2)cc1,4.5%,8.2%,3.1,2.4%,-0.6%,-21.2%,4.7%,-0.7%,-3.2%,2.1%,-10.1%
COc1ccc(NC(=O)CCc2c(C)nc3nc(CNC(=O)c4cccc(F)c4)nn3c2C)cc1OC,-3.6%,-8.1%,13.3,1.8%,3.9%,14.6%,2.0%,-5.7%,4.3%,3.5%,6.8%
NNC(=O)C(=O)/C=C1\NC2(CCCC2)Cc2ccccc21,0.0%,2.9%,-9.2,-3.4%,-17.8%,6.9%,4.6%,1.2%,1.9%,-2.0%,?
O=C(COC(=O)c1ccccc1Nc1ccccc1)NCc1ccccc1,-2.3%,2.1%,7.8,6.1%,8.1%,11.1%,1.6%[46.1 µM],-0.8%,9.1%,126.5%[activator],?
Cc1ccc(C(=O)Nc2ccc(S(=O)(=O)N3CCCC3)cc2)o1,0.3%,12.6%,-3.8,14.2%,3.2%,17.0%,7.3%,-0.1%,-0.1%,0.8%,-2.2%
CCC(C)[C@H](NC(=O)N1CCN(C)CC1)C(=O)OC (some centres undefined),0.9%,-2.6%,-4.9,0.0%,-0.2%,14.0%,1.3%[46.1 µM],0.0%,-3.6%,0.5%,-1.6%
COc1ccc(Cl)cc1NC(=O)CN(C)C(=O)c1cccc(-n2cnnn2)c1,-2.1%,16.8%,-8.9,-2.5%,-4.8%,14.4%,-2.7%,-5.6%,-2.8%,4.7%,-1.7%
COc1ccc(/C=C/c2c([N+](=O)[O-])c(=O)n(C)c(=O)n2C)cc1,2.2%,-10.1%,0.7,1.3%,?,-39.5%,20.3%,0.9%,3.5%,-1.3%,?
Oc1c(Br)cc(Br)cc1C=Nc1ccc2c(c1)OCCO2,-1.4%,-9.8%,3.7,-0.2%,10.8%,-9.9%,-0.7%,-0.9%,3.2%,3.1%,?
CSc1nnnn1-c1c(C)cc(C)cc1C,12.3%,-0.1%,-7.0,-3.0%,?,-11.5%,6.4%,0.3%,-2.1%,-2.9%,8.2%
CN1CCN(c2ccccc2NC(=O)c2ccccc2F)CC1,4.6%,1.9%,14.3,-15.5%,3.4%,1.9%,-1.1%,-2.0%,-2.9%,-7.2%,-10.3%
O=C(c1ccccc1)c1cc([N+](=O)[O-])ccc1N1CCOCC1,-11.3%,2.0%,-5.1,-3.4%,?,?,-0.2%[46.1 µM],-10.4%,-11.5%,-5.6%,?

# More compounds
SMILES,AT treatment,Eya2 phos inh,TSHR antag,Tb PFK block,BCR signal inh,a7 integrin act,TCR activator,TSG101-PTAP inh,Mito fusion yeast,S-ASM inh,ELG1 DNA repair
COc1ccc(C2(O)CN(c3ccccc3)C3=[N+]2CCS3)cc1OC (centres undefined),-2.2%,-4.7%,12.6,-4.8%,-12.7%,-4.0%,-10.8%,-1.5%,-9.1%,-1.9%,11.6%
Cc1cc(C(=O)NCc2nc(-c3ccccc3)no2)ccc1[N+](=O)[O-],2.1%,-2.1%,0.0,-3.7%,-7.7%,-3.3%,.,-1.4%,2.6%,-0.5%,?
COc1cccc(CCc2nnc(CCC(=O)NCCc3cccc(C)n3)o2)c1,6.3%,0.3%,-24.1,3.7%,17.4%,0.8%,1.3%,-1.3%,-5.0%,4.2%,4.7%
CCOC(=O)CSc1ncnc2c1sc1nc(N3CCOCC3)c3c(c12)CCCC3,.,-25.4%,-2.6,4.9%,11.4%,4.8%,2.2%,1.4%,-2.4%,-0.2%,0.0%
Cc1ccc([N+](=O)[O-])c(C(=O)Nc2cccnc2Cl)c1,-2.8%,8.2%,4.1,3.8%,-9.1%,10.2%,-4.8%,-4.3%,-17.5%,-4.8%,-3.2%
Cc1c(C(c2cccc([N+](=O)[O-])c2O)c2c(C)n(C)n(-c3ccccc3)c2=O)c(=O)n(-c2ccccc2)n1C,0.3%,-7.3%,-9.3,8.5%,4.9%,4.3%,.,.,1.6%,-1.2%,-1.0%
COCCNC(=O)c1cccc(OC2CCN(Cc3ccccc3OCCO)CC2)c1,3.4%,-5.4%,-0.9,-1.5%,0.0%,-3.6%,-0.5%,0.2%,1.0%,9.1%,1.6%
Cc1cc(NC(=O)COC(=O)Cn2c(C)csc2=O)ccc1Br,15.1%,-2.3%,16.7,-2.5%,?,14.2%,0.2%,-2.2%,-4.9%,-2.1%,-26.0%
CS(=O)(=O)N(CC(=O)N1CCN(Cc2ccc3c(c2)OCO3)CC1)c1ccc2c(c1)OCO2,-4.2%,-34.7%,9.5,10.2%,9.1%,0.0%,.,-1.3%,-2.4%,7.9%,-4.9%
OCCSc1nc(-c2ccccc2)nc2c1CCC2,-0.5%,-0.6%,-7.1,8.1%,-0.3%,3.6%,-14.7%[46.1 µM],-6.3%,24.8%,3.5%,-37.7%
